Bioassay records (PubChem)
GDH-TPI counter = inhibits GDH-TPI coupling enzymes, artifact for Mtb FBA screen | GDH-TPI coupled enzyme counterscreen, NADH absorbance | inhibition, % at 4.8 µM | 360,000 compounds, 1.2% hits;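 further: 0% = DMSO wells and 100% = wells lacking the enzyme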
FadD28 FP inh = blocks FadD28 binding to the bisubstrate probe. inhibition, % at 12.5 µM. AID 588549. 360,000 compounds, 0.22% hits. fluorescence polarization; in the data active means inhibition above about 8.5%, passing the limit was not always enough; inconclusive means no clear call, values can overlap the other calls
BoNT-F LC inh = BoNT F light chain protease inhibition | Multiplex microsphere protease cleavage assay, flow cytometry | inhibition, % at 10 µM | 360,000 compounds, 0.22% hits; in the data active means inhibition above about 35%, passing the limit was not always enough; inconclusive means no clear call, values can overlap the other calls; further: plate controls were buffer without enzyme for full effect and enzyme alone for no effect
VHR inh abs = DUSP3 (human) phosphatase inhibition. recombinant VHR phosphatase, pNPP absorbance. inhibition, % at 13.3 µM. 290,000 compounds, 0.52% hits. AID 1654; in the data active means inhibition above about 50%; further: some compounds called inactive have numbers as strong as hits
Mtb FBA inh = Mtb fructose-bisphosphate aldolase inhibition; 360,000 compounds, 2.3% hits; inhibition, % at 1 µM; purified M. tuberculosis FBA, fluorescence read-out; AID 588726; in the data active means inhibition above about 27%;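 further: 0% = vehicle and 100% = reference inhibitor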
CCHF vOTU inh = CCHFV vOTU protease inhibition. Pep-AMC fluorescence. inhibition, % at 11.5 µM. 370,000 compounds, 0.55% hits. AID 651958; further: 0% = vehicle wells with enzyme and 100% = no enzyme wells
Rv3671c inh = inhibitors of M. tuberculosis serine protease Rv3671c; inhibition, % at 5.96 µM; AID 2606; 320,000 compounds, 0.048% hits; in the data active means inhibition above about 38%;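 further: extracellular domain of Rv3671c used as enzyme; 0% = enzyme with DMSO and 100% = no enzyme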
Target sequence (P9WHR9 whole entry, looked up, the tested form may be a part): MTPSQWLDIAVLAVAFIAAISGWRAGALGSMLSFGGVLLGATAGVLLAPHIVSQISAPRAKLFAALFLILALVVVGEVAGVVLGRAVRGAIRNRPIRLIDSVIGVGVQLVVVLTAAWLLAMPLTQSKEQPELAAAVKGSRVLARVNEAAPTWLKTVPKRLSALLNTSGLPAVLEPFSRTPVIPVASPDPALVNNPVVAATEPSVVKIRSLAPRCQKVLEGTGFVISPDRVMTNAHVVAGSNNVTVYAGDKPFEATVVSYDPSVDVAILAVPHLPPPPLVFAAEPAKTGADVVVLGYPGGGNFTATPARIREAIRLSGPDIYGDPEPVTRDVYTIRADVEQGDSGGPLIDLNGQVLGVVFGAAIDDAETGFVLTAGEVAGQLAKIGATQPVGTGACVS
BioA inh = blocks M. tuberculosis BioA enzyme activity | inhibition, % at 9.99 µM | purified M. tuberculosis BioA enzyme, plate reader | 360,000 compounds, 0.096% hits | AID 602481; in the data active means inhibition above about 40%; inconclusive means no clear call, values can overlap the other calls
UGM FP inh = Mtb UDP-galactopyranose mutase inhibition; P9WIQ1; purified UGM, fluorescence polarization probe displacement; inhibition, % at 10 µM; 320,000 compounds, 0.06% hits; AID 504406; in the data active means inhibition above about 10%, passing the limit was not always enough; inconclusive means no clear call, values can overlap the other calls
Target sequence (P9WIQ1 whole entry, looked up): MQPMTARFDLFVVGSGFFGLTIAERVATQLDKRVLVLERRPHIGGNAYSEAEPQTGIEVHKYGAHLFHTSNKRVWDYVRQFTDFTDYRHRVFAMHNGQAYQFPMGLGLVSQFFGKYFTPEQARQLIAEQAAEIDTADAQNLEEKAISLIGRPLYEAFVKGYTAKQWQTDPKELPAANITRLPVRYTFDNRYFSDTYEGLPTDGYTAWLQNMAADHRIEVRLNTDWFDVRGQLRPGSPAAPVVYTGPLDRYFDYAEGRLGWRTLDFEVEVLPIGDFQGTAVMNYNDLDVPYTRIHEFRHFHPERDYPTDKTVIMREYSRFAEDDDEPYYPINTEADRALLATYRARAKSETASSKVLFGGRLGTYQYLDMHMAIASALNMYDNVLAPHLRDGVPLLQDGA
MazF activator = MazEF (E. coli) toxin RNase activation; P0AE70; FAM/BHQ RNA-DNA oligo cleavage fluorescence, 5 h; activation, % at 20 µM; 350,000 compounds, 0.32% hits; AID 504720; in the data active means activation above about 50%
Target sequence (P0AE70 whole entry, looked up): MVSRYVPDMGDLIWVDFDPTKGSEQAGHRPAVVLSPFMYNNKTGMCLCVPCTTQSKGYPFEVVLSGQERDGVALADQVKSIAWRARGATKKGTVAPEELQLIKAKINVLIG
* = called active by the depositor; ? = inconclusive; · = no result given. Unless noted, no stated cut-off is given here; in the data, active means inhibition above about 30%; inactive means the rest. Hits appear at their usual frequency; overall some 4.9% were active at least once.

Start of the data: the first 13 compounds as a preview:
SMILES	GDH-TPI counter	FadD28 FP inh	BoNT-F LC inh	VHR inh abs	Mtb FBA inh	CCHF vOTU inh	Rv3671c inh	BioA inh	UGM FP inh	MazF activator
Cc1c(Cl)cccc1NS(=O)(=O)c1ccc2c(c1)C1C=CCC1C(c1ccc(C(=O)O)cc1)N2 (stereo not drawn)	11	28*	-12	46	-2	·	10	·	3.4	-6
CCCCn1c(CCc2ccccc2)nc2cc3[nH]c(=O)c(C(C)C)nc3cc21	8	-1.8	-12	20	33*	7	-6	-0.7	-2.3	-9
CCCc1ccc(OCc2ccc(C(=O)N3CCCC3)o2)cc1	10	-2.6	-22	-11	-1	27	4	2.1	3.3	-3
COc1ccncc1-c1ccccc1C1=CC(=O)CC(C)(C)C1=O	4	-2.9	-5	·	-3	-6	·	0.3	·	2
Cc1ccc2c(C(=O)CN3CCC(C(N)=O)CC3)c(C)[nH]c2c1	1	-3.2	-18	48	1	·	-6	0.8	-2.0	·
O=C(OCC(=O)N1CCCc2ccccc21)c1cnc(Cl)c(Cl)c1	-4	-3.6	0	26	-2	-1	-8	·	-1.8	-6
O=C(NCCN1CCN(c2ccccc2)CC1)Nc1ccc(Cl)cc1	4	-0.6	13	4	3	-11	1	-2.0	4.7	-2
CS(=O)(=O)NCCCCNc1ccc(C(F)(F)F)cc1[N+](=O)[O-]	0	-1.9	-1	43	-6	9	11	·	-3.5	9
O=C(NCCn1cccc1)c1cccc2ccccc12	4	1.4	1	-9	1	7	-6	1.9	-2.4	4
COC(=O)c1c(NC(=O)CSc2nncs2)sc2c1CCCCC2	6	-0.5	-11	10	3	19	-1	4.3	-0.5	2
O=C(Nc1ccccc1)c1ccc(-c2ccccc2)s1	-9	-4.1	2	15	-1	6	-1	·	0.5	12
OC(c1cc(-c2ccc(C(F)(F)F)cc2)nc(C(F)(F)F)c1)C1CCCCN1 (stereo not drawn)	3	-6.5	-41	13	2	-5	4	2.9	0.4	8
NC(=O)C1CCN(C(=O)CC(c2ccccc2)c2ccccc2)CC1	14	0.6	?	6	-1	2	1	0.3	0.8	2

Main list, from the first entry:
SMILES	GDH-TPI counter	FadD28 FP inh	BoNT-F LC inh	VHR inh abs	Mtb FBA inh	CCHF vOTU inh	Rv3671c inh	BioA inh	UGM FP inh	MazF activator
Cc1c(Cl)cccc1NS(=O)(=O)c1ccc2c(c1)C1C=CCC1C(c1ccc(C(=O)O)cc1)N2 (stereo not drawn)	11	28*	-12	46	-2	·	10	·	3.4	-6
CCCCn1c(CCc2ccccc2)nc2cc3[nH]c(=O)c(C(C)C)nc3cc21	8	-1.8	-12	20	33*	7	-6	-0.7	-2.3	-9
CCCc1ccc(OCc2ccc(C(=O)N3CCCC3)o2)cc1	10	-2.6	-22	-11	-1	27	4	2.1	3.3	-3
COc1ccncc1-c1ccccc1C1=CC(=O)CC(C)(C)C1=O	4	-2.9	-5	·	-3	-6	·	0.3	·	2
Cc1ccc2c(C(=O)CN3CCC(C(N)=O)CC3)c(C)[nH]c2c1	1	-3.2	-18	48	1	·	-6	0.8	-2.0	·
O=C(OCC(=O)N1CCCc2ccccc21)c1cnc(Cl)c(Cl)c1	-4	-3.6	0	26	-2	-1	-8	·	-1.8	-6
O=C(NCCN1CCN(c2ccccc2)CC1)Nc1ccc(Cl)cc1	4	-0.6	13	4	3	-11	1	-2.0	4.7	-2
CS(=O)(=O)NCCCCNc1ccc(C(F)(F)F)cc1[N+](=O)[O-]	0	-1.9	-1	43	-6	9	11	·	-3.5	9
O=C(NCCn1cccc1)c1cccc2ccccc12	4	1.4	1	-9	1	7	-6	1.9	-2.4	4
COC(=O)c1c(NC(=O)CSc2nncs2)sc2c1CCCCC2	6	-0.5	-11	10	3	19	-1	4.3	-0.5	2
O=C(Nc1ccccc1)c1ccc(-c2ccccc2)s1	-9	-4.1	2	15	-1	6	-1	·	0.5	12
OC(c1cc(-c2ccc(C(F)(F)F)cc2)nc(C(F)(F)F)c1)C1CCCCN1 (stereo not drawn)	3	-6.5	-41	13	2	-5	4	2.9	0.4	8
NC(=O)C1CCN(C(=O)CC(c2ccccc2)c2ccccc2)CC1	14	0.6	?	6	-1	2	1	0.3	0.8	2
CCOc1ncccc1C(=O)OCc1ccc(C(=O)OC)cc1	13	-1.7	-5	-2	3	2	0	·	-5.7	8
CN1C=CC(=C[N+](=O)[O-])N(C)C1=O	·	0.9	7	·	-1	20	·	·	·	·
COc1ccc(/C=C/C(=O)c2c(O)ccc3c(C)cc(=O)oc23)cc1	38*	0.3	-2	39	-2	17	-1	·	-2.2	1
COc1cc(NC(=S)NCCCN2CCOCC2)cc(OC)c1OC	0	-3.1	2	17	-5	-5	5	·	-1.5	16
CCOC(=O)COn1c(=O)c(-c2ccc(C)cc2)[n+]([O-])c2ccccc21	11	-1.7	-36	·	5	-13	-22	-1.4	0.2	3
Cc1ccccc1NC(=O)NC(C)(C)CC(C)(C)C	18	-1.7	-6	2	-2	21	1	-1.5	2.8	-4
Cc1[nH]n(-c2ccccc2)c(=O)c1C(C[N+](=O)[O-])c1ccc(Cl)cc1 (stereo not drawn)	1	-0.3	-11	10	1	22	-77	·	·	-4
COc1ccc(/C=C2/Sc3ccc(C(=O)N4CCc5ccccc5C4)cc3NC2=O)cc1	10	1.0	-1	10	1	-10	-20	·	-0.8	-11
O=C(Nc1cccnc1)c1cc(-c2ccccc2O)on1	8	-15	-5	-1	3	-6	1	·	1.7	-9
Cc1ccc(NC(=O)c2ccc(OCc3c(C)noc3C)cc2)cc1C	0	-1.1	?	·	0	6	-5	-0.1	2.0	4
CCCCCN(C(=O)NC(=O)NCCCC)S(C)(=O)=O	8	-3.5	-9	13	-3	-3	-8	-0.5	-1.0	0
CCn1nc([N+](=O)[O-])c(C(C#N)c2nc3cc(C(F)(F)F)ccc3s2)c(Cl)c1=O (stereo not drawn)	20	45*	0	9	-5	27	22	-3.8	2.7	-3
CC(COS(N)(=O)=O)Cc1ccc(C(F)(F)F)cc1 (stereo not drawn)	0	-2.5	2	9	6	17	0	1.5	-1.7	1
CC(OC(=O)CNC(=O)c1ccc(Cl)c([N+](=O)[O-])c1)C(=O)NCc1ccco1 (stereo not drawn)	8	-3.1	·	·	-3	-7	4	1.8	-0.8	5
CC(=O)c1ccc(S(=O)(=O)NCC(=O)N2CCN(C/C=C/c3ccccc3)CC2)cc1	2	-2.0	·	·	4	-1	-8	-1.4	-1.6	4
OCC[C@@H]1C[C@H](O)[C@@H](O)[C@@]2(OCCCc3cc(C(F)(F)F)ccc32)O1	·	-3.1	4	·	1	-6	·	0.8	·	·
C/C(=C\c1ccco1)C1C(C#N)=C(N)Oc2n[nH]c(-c3ccccc3)c21 (stereo not drawn)	4	-15	2	27	0	3	3	-1.4	-0.4	-6
Cc1cc(OCC(=O)NCCc2c[nH]c3ccccc23)c2c(C)c(C)c(=O)oc2c1	15	0.7	-8	5	4	-2	-3	-1.5	-0.2	-6
O=C1C=CN2CCOCC2C1 (stereo not drawn)	14	-0.2	-5	·	1	3	-2	0.1	-2.7	7
Cc1cc(=O)[nH]c(N/N=C/CCc2ccccc2)n1	8	-1.6	0	1	1	-8	-2	·	3.4	1
CC(=O)Nc1ccc(NC(=O)C2Cc3c(-c4cccc(NC(C)=O)c4)ccnc3O2)cc1 (stereo not drawn)	13	2.1	1	·	4	-10	·	2.8	·	·
CCN(CC)C(=O)C1=C(C)N(Cc2ccc(C(C)(C)C)cc2)C(=O)C(CC(=O)NCC2CCCCC2)C1 (stereo not drawn)	-7	-5.7	-1	·	0	17	·	1.7	·	-5
COc1ccc(N=C2S/C(=C\c3ccc(N4CCOCC4)o3)C(=O)N2CCc2c[nH]c3ccccc23)cc1	-1	-3.2	-7	13	-1	·	2	-1.2	1.9	·
COc1ccc(/C(C)=N/NC(=O)c2nc(C)cc(C)n2)cc1	11	-1.5	3	19	-1	4	-6	-0.2	0.2	2
O=C(CN(c1ccc(Br)cc1)S(=O)(=O)c1ccc(Cl)c([N+](=O)[O-])c1)NCC1CCCO1 (stereo not drawn)	0	-2.1	-8	·	-2	8	·	-1.3	·	4
CS(=O)(=O)N(CC(=O)N1CCCC1)c1cccc(Cl)c1	12	1.3	-6	2	0	-8	1	-2.0	1.5	5
CCC(=NCc1cccnc1)c1c(O)n(C2CCCCC2)c(=O)[nH]c1=O	-13	-3.7	0	14	0	0	-14	11	0.2	1
CCn1nnc2cc(C(=O)Nc3cccc(S(=O)(=O)N(C)C)c3)ccc21	4	-3.0	-12	·	0	0	-14	8.1	0.4	0
COc1ccccc1C(=O)Nc1ccnn1C1CCN(C)CC1	-11	-3.0	-1	19	2	10	6	-1.1	-1.0	8
O=C(COc1ncnc2cc([N+](=O)[O-])ccc12)N(CCc1ccccc1)Cc1ccccc1	11	-1.7	-1	5	-2	2	-2	·	-0.8	21
CCOC(=O)c1cc2ccccc2n1CC(=O)c1ccccc1	-5	-3.9	?	-25	0	-12	4	0.5	1.8	2
COc1cc(C)nc(NC(=S)N(C)C(=O)c2ccccc2)n1	7	-1.0	·	32	0	-9	-3	0.2	1.3	10
CCCNC(=O)C1CC(=O)N(c2ccc(OCC)cc2)C1 (stereo not drawn)	1	-0.4	-4	32	1	-2	2	-1.2	-0.5	-1
COc1ccc(-c2csc3ncnc(N4CCN(c5ccccc5OC)CC4)c23)cc1	4	-0.5	1	-8	4	2	1	-2.1	-1.0	-15
Oc1cc2c(cc1CN1CCN(c3ncccn3)CC1)OCO2	-7	2.1	-5	4	0	-1	1	-0.8	1.3	12
CC1CN(CC(=O)Nc2ccc([N+](=O)[O-])cc2Br)CC(C)O1 (stereo not drawn)	6	-0.4	3	30	-1	10	-2	·	3.4	0
O=C(c1ccc(Cl)cc1)C1CCN(C(=O)c2ccccc2F)CC1	3	-4.5	29	·	0	-1	·	1.8	·	11
CC(C)n1nc(C(=O)Nc2nc3ccccc3[nH]2)c2ccccc2c1=O	13	-7.6	-18	18	-3	7	-4	1.6	0.7	-11
COC(=O)Nc1ccc(S(=O)(=O)N2CCC(C(=O)N3CCCCC3C)CC2)cc1 (stereo not drawn)	10	0.9	0	-8	-1	-3	1	·	2.4	-26
S=c1[nH]nc(CSCCOc2ccccc2)o1	2	-0.6	-19	23	-3	1	6	·	-3.5	4
Cc1ccccc1-c1noc(C2CCCCC2)n1	7	-1.3	-4	6	-2	-10	13	-0.2	-2.3	-2
Cc1ccccc1CNC(=O)Cn1cnc(S(=O)(=O)N2CCCC2)c1	3	-0.4	7	14	2	-2	-3	-0.2	0.1	5
O=C(COc1ccc2c(c1)OCO2)Nc1ccc2c(c1)oc1ccccc12	-3	-4.2	1	-11	2	-3	-58	-1.7	2.0	-16
CCn1cc(CNCc2cn(C)nc2-c2ccc(C3CCCCC3)cc2)cn1	0	-3.4	-7	9	3	-14	·	·	·	7
COc1cc(N2C(=O)CC3(CCCC3)CC2=O)cc(OC)c1OC	-4	1.0	-4	16	0	-4	9	-0.7	-2.8	10
CCCC(=O)Nc1ccc(S(=O)(=O)N2CCC(c3nc4ccccc4[nH]3)CC2)cc1	9	-5.2	0	·	-3	5	-2	0.7	-0.3	0
Cc1ccc(N/N=C/C=C/c2ccco2)cc1	11	-3.2	-14	·	5	8	0	·	0.6	2
COc1ccccc1-c1noc(CCCC(=O)Nc2ccc(C(N)=O)cc2)n1	-1	-1.1	·	35	2	-6	5	-1.2	-0.9	9
CCOc1ccc(/C(O)=C2\C(=O)C(=O)N(CCOCCO)C2c2ccccc2OC)cc1 (stereo not drawn)	22	-1.0	-2	13	-3	-5	1	-1.4	-1.5	0
Cc1ccc(C23CC4CC(CC(NC(=O)NCCN(C)C)(C4)C2)C3)cc1	-5	-5.7	-33	2	0	2	1	5.7	-1.5	30
